Screening results deposited in PubChem BioAssay by several laboratories.
NR1D1 modulator: modulates human Rev-erb alpha binding to DNA. P20393. Rev-erbα–FITC-DNA binding, fluorescence polarization, 90 min. activity, % at 10 µM. actives 0.79% (n = 370,000). AID 1259318;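 active = activity above about 14%, limit read from the data; passing the limit was not always enough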;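 also: 0% = DMSO wells with 35 nM protein and 100% = DMSO wells with 750 nM protein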
sPLA2-III inh: Blocks human group III sPLA2 activity | Q9NZ20 | QFRET BODIPY PC-A2 liposome hydrolysis, fluorescence | inhibition, % at 12.2 µM | actives 0.56% (n = 370,000) | AID 743126;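 active = inhibition above mean plus 3 SD of compounds lying within the high and low control bounds, cut at about 19% in these data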;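 also: 0% = median of test compound wells and 100% = no enzyme DMSO wells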
Target sequence (Q9NZ20 whole entry, looked up): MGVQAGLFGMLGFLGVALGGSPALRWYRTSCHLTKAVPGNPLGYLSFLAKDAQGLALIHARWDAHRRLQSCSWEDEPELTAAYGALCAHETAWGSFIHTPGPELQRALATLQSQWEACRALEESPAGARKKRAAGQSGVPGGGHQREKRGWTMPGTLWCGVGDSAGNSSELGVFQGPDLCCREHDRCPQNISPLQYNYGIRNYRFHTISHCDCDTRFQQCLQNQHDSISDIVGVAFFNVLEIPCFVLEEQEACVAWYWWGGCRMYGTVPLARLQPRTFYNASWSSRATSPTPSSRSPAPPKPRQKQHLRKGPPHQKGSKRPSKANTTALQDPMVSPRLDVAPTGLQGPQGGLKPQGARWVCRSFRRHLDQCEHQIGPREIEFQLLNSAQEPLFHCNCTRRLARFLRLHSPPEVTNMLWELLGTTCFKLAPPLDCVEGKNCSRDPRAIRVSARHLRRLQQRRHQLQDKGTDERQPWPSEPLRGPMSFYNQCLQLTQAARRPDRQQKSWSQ
ssDAF-12 act: activators of S. stercoralis DAF-12 nuclear receptor; actives 1% (n = 370,000); activation, % at 6.8 µM; HEK293 ssDAF-12/GRIP1 lit1-tk-luc reporter, luminescence; % of 3 µM dafachronic acid response;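 active = activation above the mean over all tested compounds plus 3 SD, cut at about 0.9% in these data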;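 also: 0% = DMSO-only wells and 100% = 3 µM delta7-dafachronic acid wells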
hgDAF12 agonist: activates the H. glycines DAF-12 receptor ligand-binding domain | HEK293 GAL4-hgDAF12 UAS-luciferase reporter, agonist luminescence; normalized to butyrate control | activation, % at 6.8 µM | actives 1.8% (n = 370,000);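 active = activation above a cutoff set at the mean of all screened compounds plus 3 SD, cut at about 10% in these data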;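 also: 0% = DMSO wells and 100% = sodium butyrate wells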
DAX1 inh-1: inhibits human nuclear receptor DAX1; actives 0.99% (n = 340,000); P51843; AID 504766; inhibition, % at 6.75 µM; HEK293 Gal4-DAX1 luciferase reporter, luminescence;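 active = inhibition above the mean over all tested compounds plus 3 SD, cut at about 4.2% in these data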;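 also: 0% = DAX1-transfected cells with DMSO and 100% = empty-vector control cells with DMSO; inhibition shows as a rise in luminescence from relieved DAX1 repression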
Target sequence (P51843 207-470 limits assumed): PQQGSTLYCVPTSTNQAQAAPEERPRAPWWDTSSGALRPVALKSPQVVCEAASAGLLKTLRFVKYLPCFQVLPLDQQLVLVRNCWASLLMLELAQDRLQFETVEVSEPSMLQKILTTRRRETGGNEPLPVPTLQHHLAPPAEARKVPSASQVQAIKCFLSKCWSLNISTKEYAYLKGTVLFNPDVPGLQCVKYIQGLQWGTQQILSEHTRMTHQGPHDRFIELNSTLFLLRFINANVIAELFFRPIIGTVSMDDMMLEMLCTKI
DAX1 inh-2: DAX1 (NR0B1) inhibition, primary screen; inhibition, % at 6.8 µM; actives 1.1% (n = 370,000); HEK293T StAR-luciferase reporter, SF-1/DAX-1 repression relief; AID 652010;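 active = inhibition above the mean over all tested compounds plus 3 SD, cut at about 3.6% in these data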;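 also: 0% = DAX-1 cells with DMSO and 100% = cells lacking DAX-1 with DMSO; higher inhibition means more luminescence from relief of DAX-1 repression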
PG9 binder: binds the HIV-1 gp120 antibody PG9; inhibition, % at 6.7 µM; AID 624416; TR-FRET gp120-PG9 antibody binding; actives 0.43% (n = 360,000); in the data active = inhibition above about 8.5%
GAA850 FXN act: activators of GAA850 frataxin (FXN) promoter; actives 0.56% (n = 360,000); HEK293 lucGAA850 FXN promoter luciferase reporter, 24 h; percent of 10 µM SAHA response; activation, % at 6 µM;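 active = activation above the average of all compounds screened plus 3 SD, cutoff fixed separately per campaign, cut at about 7.5% in these data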;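 also: 0% = DMSO wells and 100% = 10 µM SAHA wells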
PLCb3 inh: blocks human PLC-beta3 enzyme activity | Purified PLC-beta3, fluorogenic substrate, fluorescence | AID 720704 | actives 0.18% (n = 370,000) | Q01970 | inhibition, % at 12.2 µM; in the data active = inhibition above about 11%;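 also: 0% = median of compound wells on plate and 100% = full blocker control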
SMARCA2 act: activators of SMARCA2 function | actives 1% (n = 370,000) | activation, % at 9.1 µM | MG213 cells, MMTV-luciferase reporter, dexamethasone, overnight; in the data active = activation above about 7.8%;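 also: 0% = vehicle wells and 100% = reference activator wells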
hcDAF12 agonist: activators of H. contortus DAF-12 nuclear receptor; AID 652067; HEK293 hcDAF-12 lit1-tk-luc reporter, luminescence; 0% DMSO, 100% Δ7-dafachronic acid; activation, % at 6.8 µM; actives 1.4% (n = 370,000);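 active = activation above the mean of all tested compounds plus 3 SD, cut at about 5.5% in these data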;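 also: 100% = response to 3 µM Δ7-dafachronic acid high control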
Starred values were filed as active, the others as inactive; . = not tested or not shown.

SMILES	NR1D1 modulator	sPLA2-III inh	ssDAF-12 act	hgDAF12 agonist	DAX1 inh-1	DAX1 inh-2	PG9 binder	GAA850 FXN act	PLCb3 inh	SMARCA2 act	hcDAF12 agonist
CC(=O)Oc1c(S(=O)(=O)c2ccccc2)c(C)nn1C(C)(C)C	0	2	-1.3	0.0	2.1	0.1	1.0	-3.2	-2	0	-2.0
CC(C)CC(=O)Nc1ccc(C(=O)Cn2nc(C(=O)O)c3ccccc3c2=O)cc1	6	-4	-1.6	-0.2	-0.5	0.2	0.5	6.8	-5	-1	-1.8
Cn1cnnc1SCC(=O)NCCc1ccccc1	6	8	-1.8	-0.3	0.5	0.6	0.6	-1.6	1	-2	-1.0
O=C(Nc1c(C(=O)O)[nH]c2ccccc12)c1cccc(C(F)(F)F)c1	-8	-88	0.0	1.5	-1.2	0.0	-1.5	2.5	-12	-3	2.7
CCN(CC)CCCNc1cc2n(c(=O)n1)CCc1cc(OC)c(OC)cc1-2	-3	-7	-1.1	-2.0	-0.1	-0.4	0.4	0.0	-257	2	-0.6
CCCSc1nc(N)nc(-c2cccs2)c1C#N	-3	0	-1.0	5.2	1.0	0.1	0.1	5.3	-25	4	0.1
CCOC(=O)C1CCN(Cc2cnc(Oc3ccc(Cl)cc3C)s2)CC1	4	-3	-1.3	-2.2	-1.6	-0.3	-1.8	-0.6	8	-6	-1.1
COc1ccc(CN(C)C(=O)C(Cc2ccccc2)NC(=O)c2ccccc2)c(OC)c1OC (centres undefined)	-2	0	-1.8	-4.8	-1.6	-2.9	1.6	-3.8	2	-3	-1.9
Cc1ccc2oc(NC(=O)N3CCOCC3)cc(=O)c2c1	5	3	-0.8	-0.6	0.0	0.9	-0.5	-0.2	-3	-1	-0.6
COCCN(CCOC)c1nc(N)c2c(N)nc3c(c2c1C#N)CC(=O)N3Cc1ccc(Cl)cc1	-5	-19	-1.3	-3.8	-0.8	-1.0	-1.1	3.8	-140	-1	0.6
N#Cc1cc(C(=O)c2cc(Br)ccc2O)cn(Cc2ccccc2)c1=O	-4	-13	-1.3	-3.4	-0.7	0.1	-1.9	1.9	-8	-1	-0.4
c1ccc2c(c1)ccc1nnc(SCc3ccc4c(c3)OCO4)n12	4	9	-1.2	2.7	1.0	0.8	-0.5	3.2	-28	2	-2.4
CC(=O)c1cnc2nc(SCc3ccc(C)cc3)nn2c1C	2	-17	-1.0	-0.8	3.5	-0.1	-1.2	3.9	-10	-1	0.4
CNC(=O)C(NC(=O)c1ccccc1)=C(C)C	3	3	-1.6	0.6	0.3	0.0	0.3	2.1	-5	2	1.1
CCCN1C(=O)/C(=C/c2ccc(OCC(=O)OCC)cc2)NC1=S	2	7	-2.1	-1.8	-1.3	-0.3	-0.2	1.3	-7	0	0.0
O=[N+]([O-])c1ccc(Oc2ncccn2)cc1	-5	2	-0.9	0.2	.	-0.2	-1.9	0.7	-7	-2	1.3
COc1ccc(/C=C2/C(=O)N(Cc3ccccc3)N=C2C)cc1	0	-6	-0.1	-0.7	0.8	0.0	-1.2	0.8	1	-4	-1.1
CCOC(=O)c1c(NC(=O)c2ccc(Br)o2)sc2c1CCCC2	2	5	-0.2	2.0	2.4	0.0	-1.8	-1.6	-14	0	2.7
CSc1nc(C(=O)N2CCCC(C(=O)c3ccc(Cl)cc3)C2)cs1 (centres undefined)	-5	-3	-1.1	4.4	0.1	0.2	-1.0	1.4	-6	1	-1.5
CN(CC(=O)NCCc1ccc(S(N)(=O)=O)cc1)CC(=O)Nc1ccc(F)c(F)c1F	-7	-6	-0.4	0.5	-1.6	0.0	0.1	-0.8	1	-2	3.3
COc1ccc(Cl)c2sc(N(CCN(C)C)C(=O)c3ccc4c(c3)OCCO4)nc12	1	6	-1.1	0.7	-0.2	0.6	1.3	0.4	-3	-1	-0.3
CCCCCCN1C[C@@H](O)[C@H](n2cc(COC(=O)c3ccccc3)nn2)C[C@@H]1c1ccc(C)cc1	4	11	-0.8	-3.1	0.8	0.9	-0.9	2.1	-2	-2	1.2
COc1ccc(NS(=O)(=O)c2ccc(C)c(C(=O)N(C)CC(=O)Nc3cccc(OC)c3)c2)cc1	-2	-28	-1.4	-2.4	-0.9	1.0	0.1	1.1	-6	2	-0.8
O=C(CN1C(=O)C2CC=CCC2C1=O)Nc1nnc(SCc2ccc(F)cc2)s1 (centres undefined)	1	-13	-0.8	0.4	0.3	0.2	-0.4	1.0	-5	0	-2.0
Cc1cc(C)nc(N/N=C/c2ccc(Cl)cc2)n1	-3	-4	-1.0	2.1	5.0*	0.0	-1.8	0.5	-4	-3	0.2
Cc1cccc(NC(=S)NN2CCOCC2)c1C	3	4	-0.9	-1.7	0.2	-0.8	-1.2	-1.0	2	-1	1.8
O=C(CC12CC3CC(C1)CC(CC(=O)NC1=NCCS1)(C3)C2)NC1=NCCS1	-4	5	-0.8	0.2	-1.0	-0.6	3.5	1.0	0	-2	-3.0
C/C(=C\c1ccco1)CN1CCN(Cc2ccc(C)o2)C(CCO)C1 (centres undefined)	-3	0	-1.1	-0.8	0.9	0.5	1.8	-0.7	-8	-2	2.3
O=C(CCS(=O)(=O)Cc1ccccc1)Nc1ccc2c(c1)OCCO2	-2	-4	-2.1	-1.4	0.7	-0.1	-0.1	3.3	-4	2	-1.4
O=C(NC(Cc1c[nH]c2ccccc12)C(=O)N/N=C/c1cccc2ccccc12)c1cccs1 (centres undefined)	8	-64	-0.9	0.5	-0.3	-0.8	-0.6	4.9	-35	-6	-2.3
COC(=O)C[C@@H]1CC[C@H]2[C@@H](COc3ccc(NC(=O)Nc4ccc(C)cc4)cc3C(=O)N2C)O1	-1	-2	-1.3	0.9	.	-0.7	.	.	5	0	-2.0
O=c1[nH]c(C2CCN(S(=O)(=O)c3ccc(S(=O)(=O)NC4CC4)cc3)CC2)nc2c1nnn2Cc1ccc(F)cc1	-1	-65	-1.6	1.1	1.2	-0.1	-1.5	-1.1	-10	-4	-2.5
COc1ccc2c(c1)OC(O)(C(F)F)CC2=O (centres undefined)	-6	2	-1.0	-0.2	-1.0	0.2	3.1	3.8	2	-1	-1.5
COc1ccc(N2CC(C(=O)N(CC(C)C)c3c(N)n(Cc4ccccc4)c(=O)[nH]c3=O)CC2=O)c(OC)c1 (centres undefined)	4	-1	-0.8	0.8	0.8	-0.1	-1.3	0.1	-9	0	0.4
Cc1ccc(-n2nnc3c(=O)n(CC(=O)NCc4ccco4)cnc32)cc1	0	0	-1.1	0.1	0.7	0.2	1.5	0.6	0	0	0.1
C=CC(C)(C)c1[nH]cnc1/C=C1\NC(=O)C(C(C)C)NC1=O (centres undefined)	-2	1	-1.1	-0.3	3.8	-1.9	0.9	-3.1	2	2	1.1
Cc1ccc(C2C3CN(C(C)C)CC=C3C(C#N)=C(N)C2(C#N)C#N)cc1 (centres undefined)	2	-27	-0.6	1.7	-0.8	-0.5	2.9	0.3	-479	0	-2.6
Cc1ccc(S(=O)(=O)N2CCN(Cc3nc4ccccc4[nH]3)CC2)cc1C	3	-11	-0.4	2.3	0.4	0.2	3.2	0.9	-3	-4	-0.1
CSc1sc(C)cc1C1C(C#N)=C(N)N(c2cccnc2)C2=C1C(=O)CCC2 (centres undefined)	-4	-18	-1.6	0.3	-1.4	-0.3	-0.9	-1.0	-71	4	0.5
Cc1cc2occ(CC(=O)N(CCC(C)C)c3c(N)n(Cc4ccccc4)c(=O)[nH]c3=O)c2cc1C	0	4	-0.9	1.3	-1.0	-0.7	-1.5	-1.0	2	-4	1.1
COc1cccc(-c2nc3ccc([N+](=O)[O-])cc3o2)c1	7	-2	-1.9	7.3	0.7	1.3	1.8	1.2	-14	5	-0.7
CN(C(=S)Nc1ccc(SC(F)F)cc1)C(c1ccccc1)c1ccccc1	9	-1	-0.5	1.2	-0.2	0.1	-3.3	-1.1	-2	0	-2.2
Cc1ccc(S(=O)(=O)NCCNC(=O)CN2CCCC2)cc1	0	-1	-0.3	0.1	1.6	-0.5	0.4	-0.2	3	2	0.1
COCC(C)NC(=O)c1ccc(Cl)c(Cl)c1 (centres undefined)	-2	1	-1.1	1.1	0.0	-0.9	0.5	-1.4	0	-2	-2.1
COC(=O)Nc1ccc2c(c1)N(C(=O)CCN1CCN3CCCC3C1)c1ccccc1S2 (centres undefined)	1	-10	-1.2	-1.6	-1.0	0.0	-0.1	-0.9	0	1	-0.6
Clc1nc(-c2cccnc2)nc2scc(-c3ccccc3)c12	3	0	-0.4	2.7	0.2	0.5	0.2	8.1*	-13	5	2.6
N#Cc1cc(Nc2c(N)nc[nH]c2=O)c([N+](=O)[O-])cc1C#N	-2	-3	0.1	2.7	-0.1	-0.2	-0.9	0.6	-2	1	6.0*
CC(C)Cn1c(N)c(C(=O)COC(=O)c2cc(C(F)(F)F)nc3c(C(F)(F)F)cccc23)c(=O)n(C)c1=O	46*	-2	-1.2	0.0	.	-0.2	-0.5	.	-4	1	-0.8
Cc1cc(C)cc(NC(=O)c2cccn2-c2ncc(C(F)(F)F)cc2Cl)c1	2	-2	-1.1	-1.9	-0.3	-1.1	-3.1	-1.2	9	-4	-2.4
CCCN1C2CCCC1CC(NC(=S)Nc1cc(C)ccc1C)C2 (centres undefined)	1	9	-0.5	0.6	0.0	0.0	0.0	1.2	3	-2	-0.5

(continued)
SMILES	NR1D1 modulator	sPLA2-III inh	ssDAF-12 act	hgDAF12 agonist	DAX1 inh-1	DAX1 inh-2	PG9 binder	GAA850 FXN act	PLCb3 inh	SMARCA2 act	hcDAF12 agonist
CC(C)(C)C(=O)OCc1nc(-c2ccc3c(c2)OCCO3)cs1	11	-7	-1.1	3.9	0.6	0.3	-1.3	4.4	-1	6	2.4
Cc1c(C(=O)NCc2ccccc2C(F)(F)F)sc(=O)n1Cc1ccc(Cl)c(Cl)c1	9	-2	-1.3	5.5	.	-1.8	-0.9	-2.7	-4	-2	-1.2
COC(=O)c1onc(-c2c(C)cc(C)cc2C)c1C(=O)OC	0	-4	-0.8	1.6	2.7	0.3	-0.8	1.7	2	1	0.2
COc1ccc(C(CCN(Cc2ccc(OC)c(OC)c2)C(C)=O)c2ccccc2)cc1 (centres undefined)	-1	-10	-2.2	-2.8	0.0	-0.7	0.3	2.9	2	1	-0.8
COc1ccc2cc3cc(C(=O)Nc4cc(OC)c(OC)c(OC)c4)oc3nc2c1	-3	-10	-2.2	-8.1	-4.7	-4.0	1.1	-8.1	-129	-4	-4.4
CCCCN(C)C(=O)c1nc2ccccn2c1CN1CCN(C/C=C/c2ccccc2)CC1	-2	-9	-1.9	4.1	0.3	-0.5	-2.4	2.9	0	1	1.6
COc1ccc(OC)c(S(=O)(=O)N2CCC(C(=O)N3CCCCCC3)CC2)c1	1	3	-0.6	0.3	2.1	0.2	0.0	-0.1	-6	-4	0.8
O=C(CSc1nnc(NC(=O)c2cccc(Br)c2)s1)NCC1CCCO1 (centres undefined)	-8	10	-0.7	0.2	0.5	-0.2	0.0	-1.1	-10	1	0.2
